Source: PubChem (National Center for Advancing Translational Sciences (NCATS))
Pf growth 48h – inhibits P. falciparum growth in the first generation, 48 h; Potency, µM (titrated, usually from 28.7 µM), for the others: at the top dose activity change, negative = inhibition, hits mostly inhibitors; P. falciparum luciferase growth in erythrocytes, 48 h; actives 5.9% (n = 310,000)
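A one-generation exposure of luciferase-tagged malaria parasites in RPMI 1640/Albumax erythrocyte culture, 37 C and 5% CO2. Inhibition is inferred from decreased luminescence after adding detection reagent.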
Pf growth 96h – inhibits malaria parasite growth, 96 h; P. falciparum luciferase reporter growth, 96 h; Potency, µM (series often up to 28.7 µM), for the others: at the top dose activity change, negative = inhibition, usual class: inhibitors; actives 6.9% (n = 320,000); AID 504834
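Compounds incubated with erythrocytes infected by luciferase-expressing P. falciparum (2% hematocrit, 0.05% parasitemia final) for 96 hours, 37 C in 5% CO2. Growth inhibition scored as decreased luciferase luminescence.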
Active calls of the source: *; ? = inconclusive. Calls come from the whole dose curve; as a rule, active = well fitted inhibition curve with a large enough effect; inconclusive = small, poorly fitted or top-dose-only effect, or another doubt; inactive = no such curve, though single readings can be large or run the other way. % is set by controls: 0 for no effect and ±100 for the full control effect; potency is the fitted concentration of half-maximal effect. A portion of the library; rates above refer to the full screens.

SMILES | Pf growth 48h | Pf growth 96h
CO/N=C(\C(=O)N[C@@H]1C(=O)N2C(C(=O)[O-])=C(C[n+]3cccc4c3CCC4)CS[C@H]12)c1csc(N)n1 | -18% | -24%
O=C(O)c1cc(N=Nc2ccc(O)c(C(=O)O)c2)ccc1O | -15% | 6%
CC(C)(C)C(=O)OCOP(=O)(COCCn1cnc2c(N)ncnc21)OCOC(=O)C(C)(C)C | 15µM* | 6.7µM*
CO/N=C(/C(=O)N[C@@H]1C(=O)N2C(C(=O)O)=C(CSC(=O)c3ccco3)CSC12)c1csc(N)n1 (stereo partly specified) | ? | 13µM*
N[C@H](COP(=O)(O)O)C(=O)O | ? | -19%
C#C[C@]1(O)CC[C@H]2[C@@H]3CCC4=CC(=O)CCC4=C3C=C[C@@]21CC | ? | ?
CCCC(C)(COC(N)=O)COC(=O)NC1CC1 (stereo unspecified) | -17% | -2%
CS(=O)(=O)c1ccc(-c2csc(N3CCC(C(N)=O)CC3)n2)cc1 | 5% | 0%
C/C(=C\c1csc(C)n1)[C@@H]1C[C@@H]2O[C@]2(C)CCC[C@H](C)[C@H](O)[C@@H](C)C(=O)C(C)(C)[C@@H](O)CC(=O)O1 | 0.0013µM* | ?
CO[C@@H](COC(N)=O)C1=C(N2CC2)C(=O)C(C)=C(N2CC2)C1=O | 0.6µM* | 0.54µM*
FC(F)OC(F)(F)C(F)Cl (stereo unspecified) | 6% | 32%
CC(O)CN(CCN(CC(C)O)CC(C)O)CC(C)O (stereo unspecified) | 9% | -14%
O=C1CN(/N=C/c2ccc(-c3ccc([N+](=O)[O-])cc3)o2)C(=O)N1 | ? | ?
O=C1C(=O)c2ncccc2-c2cccnc21 | 0.67µM* | -23%
C#C[C@]1(O)CC[C@H]2[C@H]3[C@H](CC[C@@]21C)C1=C(CC(=O)CC1)C[C@@H]3C | -5% | -26%
CCCCCCCCCCCCCC[N+](C)(C)C | 0.95µM* | 0.95µM*
C=C[C@@]1(C)C[C@H](OC(=O)CSC(C)(C)CNC(=O)[C@@H](N)C(C)C)[C@@]2(C)C(C)CC[C@@]3(CCC(=O)[C@@H]32)[C@H](C)[C@H]1O (stereo partly specified) | 1.1µM* | -18%
Cc1cc2c(OCC(CNC(C)(C)C)OC(=O)c3ccccc3)cccc2[nH]1 (stereo unspecified) | ? | -8%
Cn1c(NCCN(CCO)CCCc2ccc([N+](=O)[O-])cc2)cc(=O)n(C)c1=O | -29% | ?
[O-][n+]1ccccc1SSc1cccc[n+]1[O-] | 0.85µM* | 0.48µM*
Oc1ccccc1-c1ccccc1 | -8% | -5%
NC(=O)[C@@H]1CCCN1C(=O)[C@H](Cc1cnc[nH]1)NC(=O)[C@@H]1CCC(=O)N1 | -23% | ?
CC1=C(C(=O)OC(C)C)C(c2cccc([N+](=O)[O-])c2)C(C(=O)OC2CN(C(c3ccccc3)c3ccccc3)C2)=C(N)N1 (stereo unspecified) | 7.6µM* | -3%
CCc1oc2ccccc2c1C(=O)c1cc(I)c(O)c(I)c1 | -15% | 1.9µM*
CC(=O)N[C@@H]1C(O[C@H]2O[C@H](C(=O)O)C(O)[C@H](O)[C@H]2O)[C@H](O)[C@@H](CO)O[C@H]1O[C@@H]1C(C(=O)O)O[C@@H](O[C@H]2[C@H](O)[C@@H](CO)OC(O)[C@@H]2NC(C)=O)[C@H](O)[C@H]1O (stereo partly specified) | 2% | 1.7µM*
CCC(C)(S(=O)(=O)CC)S(=O)(=O)CC | 0% | -16%
CN1C(=O)C[C@@H](C(=O)N[C@@H](Cc2cnc[nH]2)C(=O)N2CCC[C@H]2C(N)=O)NC1=O | 2% | -13%
OC1OC[C@@H](O)[C@H](O)[C@@H]1O (stereo partly specified) | 6% | 19%
O[C@@H]1CO[C@H]2[C@@H]1OC[C@@H]2O | 6% | -8%
CC(=O)N[C@@H](CCC(=O)O)C(=O)O | 3% | -19%
C=CC[N+]1([C@H]2C[C@H]3[C@@H]4CC[C@H]5C[C@H](O)[C@@H](N6CCOCC6)C[C@]5(C)[C@H]4CC[C@]3(C)[C@H]2OC(C)=O)CCCC1 | 6.7µM* | 4.3µM*
Cc1ccc(O)c2ncccc12 | -19% | ?
CO[C@H]1OC2O[C@@]3(C)CC[C@H]4[C@H](C)CC[C@@H]([C@H]1C)[C@@]24OO3 (stereo partly specified) | 0.0048µM* | 0.0048µM*
COC(=O)C1=C(C#N)NC(C)=C(C(=O)OC(C)C)C1c1cccc([N+](=O)[O-])c1 (stereo unspecified) | 7.6µM* | 1.2µM*
C[C@]12CC[C@H]3c4ccc(O)cc4CC[C@@H]3[C@H]1CC[C@@H]2OC(=O)CCC1CCCC1 | 17µM* | 13µM*
OC[C@@H](O)[C@H]1O[C@@H]2OC(C(Cl)(Cl)Cl)O[C@H]2[C@H]1O (stereo partly specified) | 7% | -5%
O=S1(=O)OC(c2ccc(O)cc2)(c2ccc(O)cc2)c2ccccc21 | -5% | -7%
C#CCN1CC(=O)N(COC(=O)[C@@H]2[C@@H](C=C(C)C)C2(C)C)C1=O | 11% | 5%
CCCCC(CC)COS(=O)(=O)O (stereo unspecified) | 13% | 5%
CC1NCCOC1c1ccccc1 (stereo unspecified) | -2% | 3%
Cc1cc(=O)c(C(=O)N[C@@H](C(=O)N[C@@H]2C(=O)N3C(C(=O)O)=C(CSc4nnnn4C)CS[C@H]23)c2ccc(O)cc2)c[nH]1 | -9% | ?
FC(F)(F)COCC(F)(F)F | -13% | -9%
C/C1=C2/[N-]C(C(CC(N)=O)[C@@]2(C)CCC(=O)NCC(C)OP(=O)([O-])O[C@H]2[C@@H](O)[C@@H](n3cnc4cc(C)c(C)cc43)O[C@@H]2CO)[C@]2(C)N=C(/C(C)=C3N=C(/C=C4N=C1C(CCC(N)=O)C\4(C)C)[C@@H](CCC(N)=O)[C@]\3(C)CC(N)=O)[C@@H](CCC(N)=O)[C@]2(C)CC(N)=O.CC(=O)O.[Co] (stereo partly specified) | 0.85µM* | 0.67µM*
CN1C(C(=O)Nc2ccccn2)C(=O)c2sc(Cl)cc2S1(=O)=O (stereo unspecified) | ? | ?
Cn1sc(Cl)cc1=O | -4% | -15%
CN1CCCC(=C(c2cccs2)c2cccs2)C1 | ? | ?
CCOC(=O)Cc1ccc(-c2ccccc2)cc1 | -15% | ?
NC(=O)C1CCN(c2nc(-c3cccc([N+](=O)[O-])c3)cs2)CC1 | ? | -19%
NC(=O)C1CCN(c2nc(-c3ccc(N4CCCCC4)nc3)cs2)CC1 | ? | ?
NC(=O)C(=O)N/N=C/c1ccc([N+](=O)[O-])o1 | -15% | ?
COC([CH2][Hg])CNC(=O)c1ccccc1OCC(=O)O (stereo unspecified) | -29% | ?
C/C(=C(/CCOC(=O)C(C)C)SS/C(CCOC(=O)C(C)C)=C(\C)N(C=O)Cc1cnc(C)nc1N)N(C=O)Cc1cnc(C)nc1N | -1% | ?
CNC(C)[C@@H](O)c1ccc(O)cc1 (stereo partly specified) | -4% | -18%
Cc1cncc(C(=O)O)[n+]1[O-] | -7% | 5%
S=C=Nc1ccc(N=C=S)cc1 | -2% | -3%
CCCCCCCCCCCCCCCC(=O)OC(C)C | -4% | -12%
NC(=O)C1CCN(c2nc(-c3ccccc3)cs2)CC1 | 16% | ?
O=C1C2CC=CCC2C(=O)N1SC(Cl)(Cl)Cl (stereo unspecified) | 4% | -17%
O=C(O)CCCC/C=C(\c1ccccc1)c1cccnc1 | -14% | 1.7µM*
CCCCO | -7% | 10%

(next part)
SMILES | Pf growth 48h | Pf growth 96h
COc1ccc(C(=O)c2c(C)n(CCN3CCOCC3)c3ccccc23)cc1 | -15% | 12µM*
CCC(C)(C)c1ccc(CC(C)CN2C[C@@H](C)O[C@@H](C)C2)cc1 (stereo partly specified) | ? | ?
O=C(O)CCCCC(=O)O | -5% | 3%
CCCCCCOC(=O)c1cccnc1 | -3% | -11%
O=[N+]([O-])c1ccc(F)c([N+](=O)[O-])c1 | -4% | -24%
N#CCC(=O)NN | 5% | 0%
C=CCN1CCCC1CNC(=O)c1cc(S(N)(=O)=O)cc(OC)c1OC (stereo unspecified) | 5% | -7%
CC(C)C(=O)OCC(=O)[C@@]12OC(C3CCCCC3)O[C@@H]1CC1C3CCC4=CC(=O)C=C[C@]4(C)C3[C@@H](O)C[C@@]12C (stereo partly specified) | 0.67µM* | 0.76µM*
CCC/C=C/C=C/C(=O)OC1/C(=C/C(=O)OC)CC2CC(C(C)O)OC(=O)CC(O)CC3CC(OC(C)=O)C(C)(C)C(O)(CC4C/C(=C/C(=O)OC)CC(/C=C\C(C)(C)C1(O)O2)O4)O3 (stereo unspecified) | 3.8µM* | 1.5µM*
CC(=O)Nc1ccc(-c2csc(N3CCC(C(N)=O)CC3)n2)cc1 | ? | -5%
Cc1ccccc1N1C(=O)c2cc(N)ccc2N/C1=C\F | -7% | ?
NC(CS)C(=O)O (stereo unspecified) | 4.3µM* | -8%
C[C@]12CC[C@H]3c4ccc(O)cc4CC[C@@H]3[C@H]1CC[C@@H]2OP(=O)(O)O | -12% | -7%
Cc1ncc(COP(=O)(O)O)c(C=O)c1O | 2% | 6%
CN1CC(=O)N2C(Cc3c([nH]c4ccccc34)[C@H]2c2ccc3c(c2)OCO3)C1=O (stereo partly specified) | -6% | ?
O=c1[nH]c(=O)c2ccccc2o1 | -1% | -18%
CCCCC(=O)OCC(=O)[C@]1(O)Cc2c(O)c3c(c(O)c2[C@H](OC2CC(NC(=O)C(F)(F)F)C(O)C(C)O2)C1)C(=O)c1c(OC)cccc1C3=O (stereo partly specified) | 3.4µM* | 2.4µM*
CCc1ncnc2cc(OC)c(OC)cc12 | 3% | ?
O=[n+]1ccn([O-])c2ccccc21 | 9% | 22%
NC(=O)C1CCN(c2nc(-c3ccc(C(F)(F)F)cc3)cs2)CC1 | ? | 26%
S=C1NC=NC2N=CNC12 (stereo unspecified) | ? | ?
CCCCC(=O)O[C@]1(C(=O)CO)CCC2C3CCC4=CC(=O)CCC4(C)C3C(O)CC21C (stereo partly specified) | -8% | ?
CCCCCCCCCCCC(=O)OCC(O)CO (stereo unspecified) | -4% | -2%
Oc1ccc(C(O)CNCCCCCCNCC(O)c2ccc(O)c(O)c2)cc1O (stereo unspecified) | 7.6µM* | 12µM*
CC(C)Cc1ccc(CC(=O)O)cc1 | -2% | 4%
Cc1c(C(=O)NN2CCCCC2)nn(-c2ccc(Cl)cc2Cl)c1-c1ccc(Cl)cc1 | ? | 8.5µM*
CCCOC(=O)c1ccccc1O | 1% | -11%
Cc1ccc(S(=O)(=O)NCl)cc1 | -15% | -29%
NS(=O)(=O)c1ccc(Cl)c(S(N)(=O)=O)c1 | -18% | ?
CC(=O)NC1[C@H](O)C[C@@](O)(C(=O)O)O[C@H]1[C@H](O)[C@H](O)CO (stereo partly specified) | -3% | -7%
Oc1cn2c(n1)Nc1ccc(Cl)c(Cl)c1C2 | -5% | -28%
C#C[C@]1(O)CC[C@H]2[C@@H]3CCC4=CCCC[C@@H]4[C@H]3C(=C)C[C@@]21CC | ? | 9.5µM*
CC(C)NCC(O)c1ccccc1Cl (stereo unspecified) | 7.6µM* | 12µM*
O=C(O)[C@@H]1CCCN1 | -11% | -10%
COC1C(OC(=O)/C=C/C=C/C=C/C=C/C(=O)O)CCC2(CO2)C1C1(C)OC1CC=C(C)C (stereo unspecified) | 0.0038µM* | ?
CCCc1ccc(C(=O)O)cc1 | -14% | ?
NC(=O)CC[C@@H](N)C(=O)O | -10% | 16%
O=C(O)/C=C/c1ccccc1 | -6% | -9%
c1csc(C2(N3CCCCC3)CCCCC2)c1 | 23% | ?
COc1cc(C)c(/C=C/C(C)=C/C=C/C(C)=C/C(=O)O)c(C)c1C | -16% | -3%
